High-throughput results from PubChem.
NPYLR7 agonist: activates Aedes aegypti NPYLR7 receptor; HEK293T NPYLR7/Galpha15, GCaMP6s calcium fluorescence; activation, % at 10 µM; actives 0.15% (n = 270,000); in the data active = activation above about 40%;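 also: 0% = vehicle and 100% = reference agonist at the receptor; some compounds past the cut are filed as inactive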
hcGAS lum: blocks human cGAS activity; Q8N884; recombinant h-cGAS, ATP depletion, Kinase-Glo luminescence; inhibition, % at 12.5 µM; actives 0.081% (n = 290,000); AID 1259398;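 also: 0% = vehicle reaction and 100% = reaction without DNA for no activity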
Target sequence (Q8N884 whole entry, looked up): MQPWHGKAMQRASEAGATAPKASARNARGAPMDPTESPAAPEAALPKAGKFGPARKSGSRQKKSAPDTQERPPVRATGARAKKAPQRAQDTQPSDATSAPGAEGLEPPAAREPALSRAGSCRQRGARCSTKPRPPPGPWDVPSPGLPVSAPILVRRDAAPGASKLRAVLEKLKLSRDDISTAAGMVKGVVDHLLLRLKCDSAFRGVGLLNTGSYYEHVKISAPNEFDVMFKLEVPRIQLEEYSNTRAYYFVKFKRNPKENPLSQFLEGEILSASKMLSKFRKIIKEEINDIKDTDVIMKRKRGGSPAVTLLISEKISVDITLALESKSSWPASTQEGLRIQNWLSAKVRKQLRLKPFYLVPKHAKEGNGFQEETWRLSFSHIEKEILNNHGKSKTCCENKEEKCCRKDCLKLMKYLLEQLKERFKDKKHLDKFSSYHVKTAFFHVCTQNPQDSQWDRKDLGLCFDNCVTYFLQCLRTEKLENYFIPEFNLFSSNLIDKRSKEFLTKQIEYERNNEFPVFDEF
mcGAS lum: mouse cGAS inhibition by luminescence; Q8C6L5; inhibition, % at 12.5 µM; actives 0.15% (n = 160,000); recombinant cGAS, Kinase-Glo ATP depletion luminescence;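 also: 0% = negative control wells and 100% = reference inhibitor with no enzyme activity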
Active calls of the source: *; & = joins results of further samples. Rule as the data show it, unless noted: active = inhibition above about 40%; inactive = the rest. This is a random part of the collection, and some 0.29% of all compounds hit somewhere here.

C=CCSc1nc2c(c(=O)[nH]1)C(c1cccc(C)c1)C(C(=O)OC(C)C)=C(C)N2 (stereo not given) was read as NPYLR7 agonist -4.0 and hcGAS lum -9.1.
`COc1cccc2sc(N(CCN(C)C)C(=O)/C=C/c3cccs3)nc12` gave NPYLR7 agonist -5.6, hcGAS lum -4.8 and mcGAS lum -4.5.
CC(OC(=O)C1C2CC3CC(C2)CC1C3)C(=O)NC1CC1 (stereo not given) was read as NPYLR7 agonist 10.3 and hcGAS lum -4.6.
`CCc1ccc2oc3c(c(=O)c2c1)C(c1cccnc1)N(c1cc(C)on1)C3=O` (stereo not given) gave NPYLR7 agonist 4.5 and hcGAS lum -5.6.
Screening O=C(CN1CCOC1=O)NCc1cnn(-c2ccc(F)cc2)c1 returned NPYLR7 agonist -2.4, hcGAS lum -2.0 and mcGAS lum -4.8.
Screening Cc1nc(SC(C)C(=O)Nc2nccs2)cc(-c2ccccc2)n1 (stereo not given) returned NPYLR7 agonist -3.2, hcGAS lum -3.6 and mcGAS lum -6.9.
CC(C)=CC(=O)O[C@@H]1CCC[C@H]1n1cccn1 was read as NPYLR7 agonist 3.0 and hcGAS lum -6.5.
`CCCCCc1ccc(-c2nc(-c3ccncc3)no2)cc1` gave NPYLR7 agonist -7.3, hcGAS lum 3.2 and mcGAS lum 2.7.
For CC(CNc1cncc(Cl)n1)CN(C)C(=O)OC(C)(C)C (stereo not given) the results were NPYLR7 agonist 3.7 and hcGAS lum -3.0.
CCc1nc2ccc(C(=O)NCCN3CCNC3=O)cn2c1N(C)C(=O)c1cccc(OC)c1 was read as NPYLR7 agonist 17.3, hcGAS lum -4.7 and mcGAS lum -2.3.

Gathered by group, those above with four or more nitrogen atoms.
Screening O=C(CN1CCOC1=O)NCc1cnn(-c2ccc(F)cc2)c1 returned NPYLR7 agonist -2.4, hcGAS lum -2.0 and mcGAS lum -4.8.
Screening Cc1nc(SC(C)C(=O)Nc2nccs2)cc(-c2ccccc2)n1 (stereo not given) returned NPYLR7 agonist -3.2, hcGAS lum -3.6 and mcGAS lum -6.9.
For CC(CNc1cncc(Cl)n1)CN(C)C(=O)OC(C)(C)C (stereo not given) the results were NPYLR7 agonist 3.7 and hcGAS lum -3.0.
CCc1nc2ccc(C(=O)NCCN3CCNC3=O)cn2c1N(C)C(=O)c1cccc(OC)c1 was read as NPYLR7 agonist 17.3, hcGAS lum -4.7 and mcGAS lum -2.3.

Next part:
`O=C(NCCc1cnc[nH]1)C1CCCN(C2CCN(Cc3ccccc3)CC2)C1` (stereo not given) gave NPYLR7 agonist 10.5 and hcGAS lum -5.5.
Screening CC(c1nccs1)N(C)C(=O)c1cccc(NC(=O)C2CCCC2)c1 (stereo not given) returned NPYLR7 agonist -8.4, hcGAS lum -2.8 and mcGAS lum -0.2.
Screening CCN1CCN(C(=O)c2cccc(CSc3nc(Cl)cc(N4CCN(C/C=C/c5ccccc5)CC4)n3)c2)CC1 returned NPYLR7 agonist 22.6, hcGAS lum -9.7 and mcGAS lum -4.0.
`C=C(NN=c1sc2ccccc2n1C)c1ccc(Cl)s1` gave NPYLR7 agonist 5.8, hcGAS lum -9.4 and mcGAS lum -4.5.
CCCOc1cn(-c2ccc(F)cc2)nc1C(=O)N1CCN(C)CC1 was read as NPYLR7 agonist -7.6 and hcGAS lum -5.1.
`Cc1ccc(OCC(O)Cn2c(C(F)(F)F)ccc(C(N)=O)c2=O)c(C)c1` (stereo not given) gave NPYLR7 agonist 6.2 and hcGAS lum -4.6.
For CCOc1ccc(-n2c(SC(C)C(=O)OC)nc3c(c2=O)SCC3)cc1 (stereo not given) the results were NPYLR7 agonist 0.1, hcGAS lum 6.1 and mcGAS lum -1.3.
O=S(=O)(Nc1cccc(N2CCC(NCCc3cccs3)CC2)c1)c1ccc(F)cc1 was read as NPYLR7 agonist 13.0, hcGAS lum -3.7 and mcGAS lum -7.0.
For CN1C(=O)CN(C(=O)Cc2ccc(S(=O)(=O)N3CCCCC3)cc2)c2ccccc21 the results were NPYLR7 agonist -0.4 and hcGAS lum -1.4.
For O=C(CCCc1ccccc1)Nc1ccnn1C1CCN(C(=O)C2CC23CCCC3)CC1 (stereo not given) the results were NPYLR7 agonist 16.2, hcGAS lum -11.0 and mcGAS lum -10.0.
Screening COc1c(C)cc(C(=O)C2CCCN(Cc3cn[nH]c3C(=O)O)C2)cc1C (stereo not given) returned NPYLR7 agonist 3.7 and hcGAS lum -6.7.
Screening CCCc1nc(C)sc1C(=O)NCCCOc1cccc([N+](=O)[O-])c1 returned NPYLR7 agonist -8.8, hcGAS lum -3.9 and mcGAS lum -4.5.
For O=C(CN1CCCOc2ccccc21)NCc1cccs1 the results were NPYLR7 agonist -22.3 and hcGAS lum -8.7.
Cc1ccc(N2C(=O)C(c3c(C)[nH]n(-c4ccccc4)c3=O)=C([n+]3cc(C)cc(C)c3)C2=O)cc1 was read as NPYLR7 agonist -5.2, hcGAS lum -11.9 and mcGAS lum -9.2.
For CCCCCCCCCCCC(=O)N1CCc2nc(C)nc(N3CCOCC3)c2C1 the results were NPYLR7 agonist -3.3, hcGAS lum -1.3 and mcGAS lum -2.8.
Oc1[nH]c2ccccc2c1N=Nc1ncnc2sc3c(c12)CCC3 was read as NPYLR7 agonist 5.7, hcGAS lum -6.8 and mcGAS lum -9.1.
Cc1cc(C(=O)N(CC2CCCO2)c2nc3c(F)cc(F)cc3s2)nn1C (stereo not given) was read as NPYLR7 agonist 7.1 and hcGAS lum 0.8.
For O=C(CN1Cc2ccccc2OC(c2ccsc2)C1)NCc1nc(-c2ccccc2)cs1 (stereo not given) the results were NPYLR7 agonist 12.5, hcGAS lum -5.2 and mcGAS lum -8.3.
Screening O=C1Nc2ccc(Br)cc2C12Nc1ccccc1S2 (stereo not given) returned NPYLR7 agonist 11.2 and hcGAS lum -3.4.
Screening O=C1C=C(N(CCO)CCO)C2(CCCCC2)O1 returned NPYLR7 agonist -3.0, hcGAS lum -6.4 and mcGAS lum -4.1.
O=C(CSc1nc2ccccc2o1)OCc1cc(-c2ccc3c(c2)OCCO3)on1 was read as NPYLR7 agonist 1.3 and hcGAS lum -6.8.
COc1ccc(-c2cnnc(N3CCC(c4ccccc4Cl)C3)n2)cc1 (stereo not given) was read as NPYLR7 agonist 2.3 and hcGAS lum -6.5.
Cc1noc(C)c1CN(C)C(=O)c1cc(COc2ccccc2F)[nH]n1 was read as NPYLR7 agonist 2.6 and hcGAS lum -4.2.
For CNC(=O)CC(=O)N1C[C@H](Oc2ccccn2)[C@H]2C[C@@H]1CC[C@H]2OC the results were NPYLR7 agonist 18.7, hcGAS lum -4.6 and mcGAS lum -9.8.
Screening CCOC(=O)C1CCN(C(c2ccc(CC)cc2)C2Sc3nc(CC)nn3C2=O)CC1 (stereo not given) returned NPYLR7 agonist -0.2, hcGAS lum 0.1 and mcGAS lum 0.1.
S=C(NCc1cccs1)N1CCN(c2ncccn2)CC1 was read as NPYLR7 agonist 0.8, hcGAS lum -1.0 and mcGAS lum -5.2.
`CCCCSc1ncnc2c1sc1nc3c(cc12)COC(C)(C)C3` gave NPYLR7 agonist 16.4, hcGAS lum -6.3 and mcGAS lum -4.0.
Screening C/C=C\C(=O)N1CCN(Cc2nnnn2-c2ccc(Cl)cc2)CC1 returned NPYLR7 agonist -3.1, hcGAS lum -6.2 and mcGAS lum -9.9.
Screening CCn1c(C2CCN(C(=O)c3ccc(-n4cccn4)cc3)CC2)n[nH]c1=O returned NPYLR7 agonist 1.4, hcGAS lum -2.1 and mcGAS lum -11.0.
For O=C(Cn1nc2c(c1NC(=O)c1cnccn1)CSC2)NCc1ccc(F)cc1 the results were NPYLR7 agonist -5.0, hcGAS lum -1.6 and mcGAS lum -2.1.
`Cc1ccc(C(=O)OCC(=O)c2ccc([N+](=O)[O-])cc2)o1` gave NPYLR7 agonist 0.3, hcGAS lum -6.5 and mcGAS lum -8.6.
COc1cc(C2SCCN2C(=O)Nc2ccccc2)ccc1OCc1ccccc1 (stereo not given) was read as NPYLR7 agonist 15.1, hcGAS lum -3.0 and mcGAS lum -2.7.
For Cc1ncc(Cl)c(C(=O)Nc2ccc(CC(=O)N(C)C)cc2)n1 the results were NPYLR7 agonist 7.9 and hcGAS lum -7.0.
`C=C(C)COc1ccccc1C(=O)NC(C)c1nc(-c2cccnc2)no1` (stereo not given) gave NPYLR7 agonist 13.3 and hcGAS lum -6.4.
`CN(C)CCCN(CCCN(C)C)Cn1nc(-c2ccccc2)n(C)c1=S` gave NPYLR7 agonist 1.6 and hcGAS lum -11.0.
`Cc1cccc(S(=O)(=O)N2CCN(C(=O)Nc3ccccc3)CC2)c1` gave NPYLR7 agonist -5.3&4.7 and hcGAS lum -8.5&-5.5.
`CSc1nnc2c(n1)OC(c1ccc(-c3ccc(Cl)cc3)o1)Nc1ccccc1-2` (stereo not given) gave NPYLR7 agonist -8.6, hcGAS lum 2.5 and mcGAS lum -2.3.
CCOC(=O)c1cc(-c2ccc(Cl)cc2Cl)n(-c2ccc(C(=O)NCc3ccccn3)cc2)n1 was read as NPYLR7 agonist 3.0, hcGAS lum -7.5 and mcGAS lum -8.3.
Screening O=C(c1cc(COc2cncc(Cl)c2)on1)N1CCCCC1c1nccs1 (stereo not given) returned NPYLR7 agonist -0.8 and hcGAS lum -8.2.
Screening O=C(C1CCCC1)N1CCC(Cc2nncn2CC2CC2)C1 (stereo not given) returned hcGAS lum 3.9 and mcGAS lum 0.5.
CCCC(=O)Nc1ccc2c(c1)nc(CCn1ccccc1=O)n2C was read as NPYLR7 agonist -15.4 and hcGAS lum -7.1.
`C=CCCC(=O)N1CCC(=O)N(CC)C[C@H]2COc3cc(OC)ccc3[C@H]21` gave NPYLR7 agonist 3.1, hcGAS lum 0.7 and mcGAS lum -6.5.
Screening COc1cc(Nc2nc(C(F)(F)F)nc3ccccc23)cc(OC)c1 returned NPYLR7 agonist 8.3, hcGAS lum -3.8 and mcGAS lum -4.9.
For Cc1nnc2c(=O)n(-c3ccc(F)cc3)ccn12 the results were NPYLR7 agonist 0.3, hcGAS lum -4.9 and mcGAS lum -9.7.
CCCC1(CNC(=O)C(C)OC)CCC1 (stereo not given) was read as NPYLR7 agonist 16.1 and hcGAS lum -8.3.
`CCCN(C)c1cc(Cl)nc(SCC(=O)N(C)CCc2ccc(OC)c(OC)c2)n1` gave NPYLR7 agonist -14.9, hcGAS lum -5.8 and mcGAS lum -4.0.
O=S(=O)(Nc1ccc2cn[nH]c2c1)c1ccc(Br)cc1Cl was read as NPYLR7 agonist 0.6 and hcGAS lum -1.6.
`Nc1nc2n[nH]nc2c(=O)[nH]1` gave NPYLR7 agonist -2.2, hcGAS lum 25.4 and mcGAS lum 3.4.
For COc1ccccc1C1CCCN1C(=O)CCCn1nnnc1CN1CCOCC1 (stereo not given) the results were NPYLR7 agonist 5.5 and hcGAS lum -4.9.
Screening O=C(NCc1ccco1)c1ccc(-c2ccc(F)cc2)s1 returned NPYLR7 agonist 31.2, hcGAS lum -5.4 and mcGAS lum -7.6.
`NCCc1n[nH]c(=O)n1Cc1cccs1` gave NPYLR7 agonist 2.1, hcGAS lum -2.0 and mcGAS lum -14.8.
For CCOC(=O)C=C1SCC(=O)N1CC(=O)c1[nH]c(C)c(C(=O)OC)c1C the results were NPYLR7 agonist 2.6, hcGAS lum 5.3 and mcGAS lum -2.1.
For CC(C)(C)c1nnc(NCc2ccco2)[nH]c1=O the results were NPYLR7 agonist 0.4 and hcGAS lum 6.9.
`Cn1c(=O)[nH]c(=O)c2c1nc(N1CCNCC1)n2Cc1ccccc1F` gave NPYLR7 agonist 0.3 and hcGAS lum -7.5.
Screening CCCCn1c(=O)c(C#N)cc2c(=O)n3cc(C)ccc3nc21 returned NPYLR7 agonist 2.7, hcGAS lum -5.0 and mcGAS lum -3.2.
`COc1cccc2ccc(-c3ccccc3CO)nc12` gave NPYLR7 agonist 2.6 and hcGAS lum -3.5.
For CC(C)Oc1ccc(OCCSc2nc3ccccc3n2Cc2ccccc2)cc1 the results were NPYLR7 agonist -3.4 and hcGAS lum -0.2.
CCCCN(C)c1nccnc1-c1ccc(CO)cc1 was read as NPYLR7 agonist -1.2, hcGAS lum -4.7 and mcGAS lum -1.1.
For CCCn1c(O)c(C=Nc2ccc(C(=O)OC)cc2)c(=O)[nH]c1=S the results were NPYLR7 agonist -5.2, hcGAS lum -4.1 and mcGAS lum -2.3.
CCOC(=O)c1cc(-c2ccc(N3CCN(C(=O)C(C)Oc4ccccc4)CC3)cc2)n(-c2ccccn2)n1 (stereo not given) was read as NPYLR7 agonist 10.1, hcGAS lum -4.6 and mcGAS lum -4.7.

Pulled by compound from above:
`Cn1c(=O)[nH]c(=O)c2c1nc(N1CCNCC1)n2Cc1ccccc1F` gave NPYLR7 agonist 0.3 and hcGAS lum -7.5.
CCOC(=O)c1cc(-c2ccc(N3CCN(C(=O)C(C)Oc4ccccc4)CC3)cc2)n(-c2ccccn2)n1 (stereo not given) was read as NPYLR7 agonist 10.1, hcGAS lum -4.6 and mcGAS lum -4.7.

(further entries)
`CC1CN(C)CCN1Cc1nnc(-c2c(Cl)cccc2Cl)o1` (stereo not given) gave NPYLR7 agonist 4.2 and hcGAS lum -8.3.
Screening COc1ccc(CNC(=O)C2(C)Cc3c(-c4ccc(N(C)C)cc4)ccnc3O2)cc1OC (stereo not given) returned NPYLR7 agonist 2.4, hcGAS lum -2.3 and mcGAS lum -6.6.
`CCCc1c(C)nn(-c2ccc(C(=O)Nc3ccccc3Nc3ccccc3)cc2)c1C` gave NPYLR7 agonist 23.7, hcGAS lum -6.3 and mcGAS lum -5.1.
`CCCCCn1c(SCCCC)nc2c1c(=O)[nH]c(=O)n2C` gave hcGAS lum -8.9 and mcGAS lum -9.5.
